# Compound activity as filed in PubChem.
# EBI2 block: EBI2 receptor antagonists, beta-arrestin recruitment, primary screen, cell-based, luminescence, 7a,25-OHC stimulation, uHTS. 7a,25-OHC stimulated. inhibition, % at 5 µM. 360,000 tested, 0.81% active; in the data active = inhibition above about 38%;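 note: enzyme fragment complementation signal reports receptor beta-arrestin coupling in cells; 0% = agonist plus DMSO wells and 100% = wells without agonist; some results beyond the cut were filed as inactive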
# tim23-1 inh: growth inhibitors of tim23-1 mutant yeast, primary screen, luminescence, uHTS | 330,000 tested, 1.3% active | S. cerevisiae tim23-1 growth, BacTiter-Glo luminescence, 24 h | inhibition, % at 20 µM;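 active = growth inhibition of the mutant yeast at or above 50%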;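 note: temperature-sensitive mutant grown at 25 °C; plate controls were DMSO-treated mutant yeast for no effect and medium wells lacking yeast for full effect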
# UPR XBP1 act: activators of adaptive XBP1 UPR arm, primary screen, cell-based, CHO-XBP1 luciferase reporter, luminescence, uHTS; 330,000 tested, 0.33% active; activation, % at 20 µM; IRE1-XBP1 UPR activation; percent of tunicamycin response, DMSO as zero;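 active = versus positive control, 20 µM dose yields 30% or more activation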;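 note: 100% = tunicamycin at 10 µg/mL and 0% = DMSO only wells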
#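 Test system: CHO-XBP1 luciferase reporter cells | Buffer or medium: Serum-containing F12 medium, 10% FBS | Schedule: 6 h compound exposure at 37 °C, 5% CO2 | Detection: Steady-Glo luciferase glow luminescence, 10 min after reagent addition | Read-out basis: Activation, % of tunicamycin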
# CXCR6 inh: CXCR6 receptor inhibitors, primary screen, cell-based, beta-arrestin, luminescence, CHO-K1 PathHunter, 1536-well; 360,000 tested, 0.36% active; inhibition, % at 20 µM; C-X-C chemokine receptor type 6 (Homo sapiens), O00574; in the data active = inhibition above about 34%, passing the limit was not always enough;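 note: antagonist mode with CXCL16 agonist at 10 nM final; 0% = 10 nM CXCL16 with DMSO and 100% = unstimulated wells without agonist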
# CHOP UPR activ: activators of apoptotic CHOP UPR arm, primary screen, cell-based, CHO-CHOP luciferase reporter, luminescence, uHTS | UPR activation; percent of tunicamycin response over DMSO baseline | activation, % at 10 µM | 330,000 tested, 0.34% active | AID 449763, 2010;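 active = at 10 µM dose, activation of 40% or more, normalized to positive control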;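 note: 100% = tunicamycin at 10 µg/mL and 0% = DMSO alone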
#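 Evaluation: % reporter activation, DMSO baseline versus tunicamycin full activation; System: CHO-CHOP luciferase reporter cell line; Input: 500 cells/well; Incubation: 6 h compound treatment, 37 °C; Measured by: Steady-Glo luciferase luminescence; Dosing: one dose, 10 µM in 0.5% DMSO; Buffer or medium: F12 medium, 10% FBS; Benchmarks: positive tunicamycin 10 µg/mL, negative DMSO alone.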
# APJ ag: agonists of human apelin receptor APJ, primary screen, CHO-K1 cells, PathHunter beta-arrestin, luminescence. activation, % at 20 µM. 330,000 tested, 0.11% active. 0% DMSO wells, 100% apelin. P35414;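 active = activation more than six SD over the plate average, tested at 20 µM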;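 note: 0% = DMSO alone and 100% = apelin-13 at 10 nM; some results filed as inactive read as strong as hits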
# Target sequence (P35414 whole entry, looked up): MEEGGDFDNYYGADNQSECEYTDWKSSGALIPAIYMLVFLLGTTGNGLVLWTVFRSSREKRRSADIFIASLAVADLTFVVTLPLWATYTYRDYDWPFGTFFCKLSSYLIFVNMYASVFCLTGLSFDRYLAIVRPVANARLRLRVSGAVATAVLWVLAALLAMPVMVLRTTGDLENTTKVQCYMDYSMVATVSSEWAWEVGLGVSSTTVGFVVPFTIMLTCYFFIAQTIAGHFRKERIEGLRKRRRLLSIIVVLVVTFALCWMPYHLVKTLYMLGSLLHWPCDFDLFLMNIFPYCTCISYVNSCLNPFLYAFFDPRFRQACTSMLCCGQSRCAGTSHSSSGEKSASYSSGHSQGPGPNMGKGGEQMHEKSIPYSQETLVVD
#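 Test system: CHO-K1 APJ beta-arrestin complementation cell line | Compound: Single test compound dose, 20 µM final, 1% DMSO | Incubation: Compound 90 min 25 °C, reagent 1 h | Measured by: beta-gal luminescence | Read-out basis: APJ–arrestin association signal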
# Mdm2-MdmX inh: inhibitors of human Mdm2-MdmX association, primary screen, cell-based, luminescence, split luciferase, SaOS-2, uHTS. Protein Mdm4 (Homo sapiens) + E3 ubiquitin-protein ligase Mdm2 (Homo sapiens), …. SaOS-2 split-luciferase Mdm2/MdmX complementation. inhibition, % at 8 µM. 330,000 tested, 3% active. AID 485346, 2010;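 active = inhibition of at least 50% at 8 µM in the primary screen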
# CCR6 antag: CCR6 receptor antagonists, primary screen, cell-based, CHO-K1, luminescence, beta-arrestin, uHTS. 340,000 tested, 0.49% active. C-C chemokine receptor type 6 (Homo sapiens), P51684. CHO-K1 CCR6 PathHunter beta-arrestin, CCL20-stimulated. AID 493098, 2011. inhibition, % at 20 µM;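 active = compounds whose inhibition of the agonist-driven luminescence signal at 20 µM reaches about 50%, limit read from the data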;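 note: cells stimulated with CCL20 at 14 nM final; plate controls were DMSO with CCL20 for no effect and DMSO without agonist for full effect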
# Target sequence (P51684 whole entry, looked up): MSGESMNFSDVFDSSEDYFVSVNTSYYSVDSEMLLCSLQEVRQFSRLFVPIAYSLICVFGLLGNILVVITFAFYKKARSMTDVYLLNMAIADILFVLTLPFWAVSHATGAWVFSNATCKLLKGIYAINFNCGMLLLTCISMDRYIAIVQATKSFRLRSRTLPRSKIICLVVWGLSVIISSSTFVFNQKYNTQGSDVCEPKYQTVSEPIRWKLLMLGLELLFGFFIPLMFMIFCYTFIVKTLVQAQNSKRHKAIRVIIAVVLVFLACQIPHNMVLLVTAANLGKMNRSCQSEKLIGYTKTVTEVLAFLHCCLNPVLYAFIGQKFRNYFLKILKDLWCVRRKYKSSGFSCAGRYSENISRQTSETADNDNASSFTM
# APJ antag: antagonists of human apelin receptor APJ, primary screen, CHO-K1 cells, beta-arrestin complementation, luminescence | 330,000 tested, 0.32% active | P35414 | inhibition, % at 20 µM | AID 2521, 2010;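 active = inhibition above about 40% at 20 µM, limit read from the data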;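 note: cells challenged with 10 nM apelin-13 agonist together with compound; plate controls were apelin-13 plus DMSO wells for no effect and DMSO wells lacking apelin-13 for full effect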
# An asterisk follows results filed as active; nt = no result given. Only part of the results is shown; count on the stated rates, not on these rows.
# Fields – UPR XBP1 act	APJ antag	CCR6 antag	tim23-1 inh	Mdm2-MdmX inh	EBI2 block	CHOP UPR activ	APJ ag	CXCR6 inh
O=C(Nc1ccccc1C(=O)N1CCCC1)c1ccc(Cl)cc1Cl
    2.3	9.9	-1.8	19.6	-4.0	-0.8	0.4	-2.4	0.4
COc1cccc(C(=O)Nc2c3c(nn2-c2cccc(C)c2C)CS(=O)C3)c1OC (stereo unspecified)
    -0.6	-1.5	4.5	18.3	12.3	5.7	-2.7	-0.3	2.2
O=C(Nc1cccc([N+](=O)[O-])c1)C1C2/C=C\CCCCC21 (stereo unspecified)
    8.4	-3.9	1.9	8.4	20.0	7.2	1.1	-0.9	-7.3
C=CCNC(=S)Nc1cccc([N+](=O)[O-])c1
    -1.5	6.4	-2.6	9.1	8.4	3.9	-1.5	-0.1	-1.3
c1ccc2c(c1)OC(CCCN1CCCCC1)c1ccccc1S2 (stereo unspecified)
    1.7	9.6	2.0	-18.5	46.1	-9.2	1.7	-5.6	5.0
Cc1cc(NC(=O)CSCc2ccc([N+](=O)[O-])cc2)no1
    -1.7	-0.2	10.5	-0.2	-7.6	10.9	0.6	-2.4	-2.8
O=C(NCCN1CCCC1)c1ccc(Cn2c(=S)[nH]c3ccc(Br)cc3c2=O)cc1
    -2.6	17.1	14.4	-1.3	5.0	-7.4	2.5	-3.0	13.0
CC1(C)CC(=O)C=C(NC2CCCCCC2)C1
    -2.2	7.5	-2.8	2.5	-20.5	0.5	2.0	0.2	-4.2
CC(=O)c1cccc(N(C(=O)c2ccco2)C(C(=O)NC2CCCCC2)c2ccc(C)o2)c1 (stereo unspecified)
    1.7	-10.7	14.7	22.9	-0.1	3.9	-2.2	1.6	2.5
Cc1ccc(O)c(N=Nc2ccc(S(=O)(=O)N3CCOCC3)cc2)c1
    0.4	36.9	29.6	17.4	7.5	13.4	1.0	-0.1	9.0
CCOC(=O)COn1c(=O)c(-c2ccc(Cl)cc2)[n+]([O-])c2ccccc21
    -1.2	11.0	9.2	1.2	4.2	-18.6	1.2	0.2	1.7
CCOc1ccccc1C(=O)N1c2ccccc2Sc2ccccc21
    -1.9	9.5	13.7	50.9*	18.7	17.5	0.3	-4.7	7.6
O=C(CSc1nnc(SCc2cccc3ccccc23)s1)c1ccc2c(c1)OCO2
    0.7	-3.5	10.9	11.4	11.1	1.0	-0.4	0.5	-13.0
COc1cc(C(=O)OC2CCOC2=O)cc(Cl)c1OC (stereo unspecified)
    -1.6	-1.8	8.0	9.6	-2.5	-1.2	0.7	-3.2	1.1
O=C(CSc1ccccn1)N/N=C/c1ccccc1[N+](=O)[O-]
    0.3	-5.1	1.8	11.3	10.1	-7.9	1.3	-1.8	-5.3
CCOC(=O)c1ccc(NC(=O)NCc2ccc(OC)cc2)cc1
    -4.4	2.6	2.9	12.6	9.6	14.4	-2.2	-2.0	1.4
CC1CCCCN1C(=O)CSc1nc2c(c(=O)n(C)c(=O)n2C)n1C (stereo unspecified)
    -8.1	6.6	-9.2	4.3	-10.5	-1.9	2.0	-0.1	3.8
COc1cccc(N(CC(=O)NC(C)c2ccccc2)S(C)(=O)=O)c1 (stereo unspecified)
    -2.0	15.6	2.1	-2.3	-9.9	-3.4	-2.0	-1.5	8.0
COC(=O)c1cc(C(=O)Nn2cnnc2)cc([N+](=O)[O-])c1
    -2.5	-2.4	1.7	4.4	1.4	0.1	1.3	0.3	0.2
O=C(NCCO)C1CCN(S(=O)(=O)c2ccc(F)cc2)CC1
    4.2	2.4	16.4	17.5	-18.0	-5.9	-0.1	2.8	-1.2
COc1ccc(NS(=O)(=O)c2c(C)cc(C)cc2C)cn1
    -3.4	6.4	-1.4	17.6	8.0	-8.2	1.9	-0.4	0.2
C#CCOCCOCCOCCNc1nc(N2CCN(C(=O)CCCCCCCCCCNC(=O)Cn3cc(C[C@@H](C)O)nn3)CC2)nc(N2CCN(C(=O)CCCCCCCCCCNC(=O)[C@@H]([C@H](C)CC)n3cc(CCCCCN)nn3)CC2)n1
    1.2	-13.1	-10.3	36.7	97.8*	-43.5	-2.2	14.0	-12.2
CCC(=O)Nc1cc2nn(-c3ccc(C)cc3)nc2cc1C
    -6.2	-10.6	17.2	-1.3	66.5*	-2.7	-4.5	-2.3	3.8
C=CCNC(=O)/C(C#N)=C/c1c(N2CCN(c3ccc(OC)cc3)CC2)nc2c(C)cccn2c1=O
    -4.2	-9.4	15.5	28.4	27.7	16.5	-0.4	-3.8	7.0
O=C(CSCc1cnn(-c2ccccc2)c1-n1cccc1)N1CCN(Cc2ccccc2)CC1
    -0.3	2.2	0.4	36.7	20.8	-4.0	0.2	-3.9	-4.3
O=C(Cc1ccccc1)NNC(=S)Nc1ccccc1
    -0.8	21.2	-15.2	9.0	3.0	-7.8	-1.3	-2.1	-1.4
COc1cccc(CNC(=O)C2CC(=O)N(C3CCCCC3)C2)c1 (stereo unspecified)
    0.7	20.8	16.6	-9.5	17.4	-12.9	-0.7	3.6	-3.8
COc1ccc(CNC(=O)CN(c2ccc(OC)c(Cl)c2)S(=O)(=O)c2ccc(C)cc2)cc1
    -4.4	-9.9	12.9	15.9	16.8	42.0*	-0.5	-0.4	5.6
CCCCN1CCCC1CNC(=O)c1cc(C#N)c2ccccc2c1OC (stereo unspecified)
    -3.0	13.9	nt	17.5	6.3	nt	0.8	-7.3	nt
Cc1ccc(-n2cnc3sc(C)c(C)c3c2=O)cc1
    6.0	-1.6	11.8	7.0	-44.7	0.7	4.8	-4.7	-12.4

# A draw from above in order of SMILES length, smallest number first.
# Fields – UPR XBP1 act	APJ antag	CCR6 antag	tim23-1 inh	Mdm2-MdmX inh	EBI2 block	CHOP UPR activ	APJ ag	CXCR6 inh
O=C(Cc1ccccc1)NNC(=S)Nc1ccccc1
    -0.8	21.2	-15.2	9.0	3.0	-7.8	-1.3	-2.1	-1.4
Cc1ccc(-n2cnc3sc(C)c(C)c3c2=O)cc1
    6.0	-1.6	11.8	7.0	-44.7	0.7	4.8	-4.7	-12.4
CCC(=O)Nc1cc2nn(-c3ccc(C)cc3)nc2cc1C
    -6.2	-10.6	17.2	-1.3	66.5*	-2.7	-4.5	-2.3	3.8

# Next results
# Fields – UPR XBP1 act	APJ antag	CCR6 antag	tim23-1 inh	Mdm2-MdmX inh	EBI2 block	CHOP UPR activ	APJ ag	CXCR6 inh
COc1ccc(NC(=O)c2cccc3c2C(=O)N(CC2CCCO2)C3)cc1OC (stereo unspecified)
    -2.4	-2.0	2.7	21.4	-24.7	1.7	0.7	-1.1	-7.4
O=C(N/N=C/c1ccc(OC(=O)c2ccccc2)cc1)c1cccnc1
    18.2	-10.9	11.5	-12.3	-29.7	-12.9	0.5	-1.6	0.6
CC(=O)OC(C(=O)NC1CCCCC1)c1cccc(C)c1 (stereo unspecified)
    1.0	14.7	-4.8	2.9	29.1	-7.4	1.3	-2.7	12.3
CC(C)Cn1c(N)c(C(=O)COC(=O)c2ccccc2Cl)c(=O)n(C)c1=O
    0.6	-1.9	4.4	16.4	6.6	9.9	1.0	-1.2	-5.0
CCOc1ccc2oc(C(=O)OCC(=O)N3CCCC(C)C3)c(C)c2c1 (stereo unspecified)
    -1.5	8.1	18.0	34.5	14.9	9.5	-1.0	-4.4	6.5
COC(=O)C1(C)NC(c2ccco2)C2C(=O)N(c3ccc(F)cc3)C(=O)C21 (stereo unspecified)
    7.9	3.2	-3.1	-1.2	-19.4	4.5	2.4	-3.0	1.3
Cc1ccc2oc(C(=O)N3CCC(O)(c4ccccc4)CC3)c(C)c2c1
    -2.6	-15.8	10.8	49.0	-5.1	84.3*	2.7	1.1	4.5
COc1ccc(/C=C/C(=O)NC(=S)NNC(=O)c2cccs2)cc1
    13.4	28.3	31.4	-10.4	54.0*	-1.6	2.5	-5.9	14.6
CC1CCCC(C)N1C(=O)Cc1ccccc1 (stereo unspecified)
    3.8	6.3	8.1	14.8	11.7	-5.8	5.0	-4.1	9.6
COc1ccccc1/C=C/C1(C(=O)NC2CCCC2)CC(=O)N1c1ccccc1 (stereo unspecified)
    11.8	6.1	7.7	-5.2	65.1*	2.2	1.4	-2.6	-3.9
CCN(CC)C(=O)Oc1ccc2c(c1)O/C(=C\c1ccco1)C2=O
    -3.0	9.1	9.3	47.5	-31.0	-1.9	3.3	-5.6	2.7
O=C(Nc1c(C(=O)N2CCCCC2)cnn1-c1ccccc1)c1ccccc1F
    -2.8	61.8*	-4.7	18.4	10.6	-6.7	1.5	0.5	5.9
Cc1nnc(NC(=O)CSc2nccn2Cc2ccc(F)cc2)s1
    -3.4	8.7	10.5	-6.2	-3.1	-8.5	-1.2	-3.3	-2.8
CN(Cc1ccccc1)C(=O)c1ccc(NC(=O)C2=CSCCO2)cc1
    0.0	2.1	6.2	25.0	13.8	-15.0	3.4	0.0	-4.7
O=c1[nH]c(N/N=C/c2ccc(O)cc2)nc2ccccc12
    -2.8	20.6	2.8	15.6	-53.4	-5.2	6.0	-4.0	-2.5
COc1ccc(NS(=O)(=O)c2cccc(C(=O)NNC(=O)c3ccc(=O)[nH]c3)c2)cc1
    1.0	-2.6	15.8	-7.0	9.6	2.0	0.5	-3.0	0.2
Cc1ccc(C)c(-n2c(Cc3cc(=O)[nH]c(=O)[nH]3)nnc2SCC(=O)NCC2CCCO2)c1 (stereo unspecified)
    0.7	8.2	5.5	21.5	36.5	-7.2	-0.5	12.3	-16.3
O=C(Nc1cccc(-n2cnnn2)c1)c1ccoc1COc1ccc(Cl)cc1
    -0.4	16.8	8.1	1.1	-13.4	10.5	0.6	-1.6	-11.6
O=C(Nc1c(Cl)cc(Cl)cc1C(=O)NCc1cccnc1)c1ccc(Cl)cc1Cl
    -4.0	6.5	14.9	3.5	13.1	3.0	-0.5	-2.2	1.7
CC(C)OC(=O)CSc1nnc(C2CCCCC2)n1N
    -1.6	-1.6	-5.3	-5.7	7.9	-0.7	3.3	-5.8	5.7
CCCOc1ccccc1-n1sc2c(c1=S)-c1cc(OC)cc3c1N(C(=O)C3=O)C2(C)C
    -0.7	27.1	24.4	21.3	26.1	15.0	-1.0	-4.3	18.1
